Yfh1-depleted yeast: enhancers of respiration in Yfh1-depleted yeast, dose response, Friedreich's ataxia, plus single-dose screen (AID 1465); S. cerevisiae Yfh1-off respiration, WST-1 reduction, 72 h; higher fold induction means a stronger effect; fold induction at 50 µM, or EC50 in µM where a hit was titrated; 220,000 compounds, 0.074% hits;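 active = fold induction of absorbance versus untreated yeast above a set limit, then at least 30% activation at any dose in follow-up; inconclusive = repeats straddling the limit, or above it without dose testing; inactive = fold induction below the set limit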;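 note: activators that raise dye reduction in frataxin-depleted yeast; strong numbers were not always called active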
West Nile antiviral: West Nile virus antiviral activity, cell-based, CPE readout (AID 1621); 290,000 compounds, 0.02% hits; CPE inhibition, % at 10 µM, or IC50 in µM where a hit was titrated; West Nile virus-infected cells, CPE inhibition; higher % means a stronger effect; in the data active = a potency from the dose series; inconclusive = CPE inhibition mostly from about 3.7% at the one dose, without a potency; inactive = the rest, 99 in 100 with CPE inhibition below about 2.2%; note: strong numbers were not always called active
NS5 inhibitors: Dengue-2 NS5 methyltransferase inhibitors, primary screen, biochemical, confirmation dose response (AID 588689). one-dose inhibition, % at 25 µM; IC50 in µM for titrated hits. 340,000 compounds, 0.3% hits. Genome polyprotein (Dengue virus type 2 (strain 16681-PDK53)). Dengue-2 NS5 methyltransferase capping enzyme assay, biochemical; higher % means a stronger effect; in the data active = a potency from the dose series; inconclusive = inhibition above about 29% without an active follow-up result
AID2073: inhibitors of Mint1-CaV2.2 protein interaction, biochemical, HTRF (AID 2073) | Voltage-dependent N-type calcium channel subunit alpha-1B (Homo sapiens) | HTRF protein-protein interaction, Mint1-CaV2.2; higher % means a stronger effect | inhibition, % at 20 µM; hits with a dose series show IC50 in µM | 290,000 compounds, 0.19% hits; in the data active = inhibition mostly above about 51%, no sharp cut-off; inconclusive = no clear call, values can overlap the other calls; inactive = mostly below about 53%; note: some results filed as inactive read as strong as hits
HEK293 NOD2/NF-kB: NOD2 signaling inhibitors, cell-based, luminescence, uHTS, HEK293 (AID 1566); HEK293 NOD2/NF-kB luciferase reporter, luminescence; higher % means a stronger effect; one-dose inhibition, % at 4 µM; EC50 in µM for titrated hits; 290,000 compounds, 0.63% hits; note: many of its hits are not listed in these tables
HIV fusion peptide: inhibitors of HIV fusion peptide binding, primary screen, biochemical, uHTS, fluorescence dequenching (AID 1986); cell-free peptide binding, fluorescence dequenching, 30 min; higher % means a stronger effect; inhibition, % at 20 µM, or IC50 in µM where a hit was titrated; 290,000 compounds, 0.3% hits; in the data active = inhibition mostly above about 52%, no sharp cut-off; inactive = mostly below about 76%; note: some results filed as inactive read as strong as hits
KOR beta-arrestin-1: KOR agonists, beta-arrestin recruitment, primary screen, cell-based, luminescence, uHTS (AID 1777); KOR beta-arrestin recruitment, luminescence; higher % means a stronger effect; activation, % at 10 µM, or EC50 in µM where a hit was titrated; 280,000 compounds, 0.02% hits; in the data active = activation above about 50%, passing the limit was not always enough; note: a part of the inactive calls stands beside numbers as strong as those of hits
KOR beta-arrestin-2: KOR antagonists, beta-arrestin recruitment, cell-based, luminescence, uHTS (AID 1778). Kappa-type opioid receptor (Homo sapiens). KOR beta-arrestin recruitment, luminescence, antagonist mode; higher % means a stronger effect. inhibition, % at 10 µM, or IC50 in µM where a hit was titrated. 290,000 compounds, 0.091% hits; note: strong numbers were not always called active
NOD1 NF-kB reporter: NOD1 signaling inhibitors, primary screen, cell-based, luminescence, uHTS (AID 1578); 290,000 compounds, 1% hits; NOD1-driven NF-kB luciferase reporter cells, luminescence; higher % means a stronger effect; inhibition, % at 4 µM, or EC50 in µM where a hit was titrated; in the data active = inhibition mostly above about 36%, no sharp cut-off; inactive = mostly below about 34%;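 note: HEK-293T reporter cells stimulated with the NOD1 agonist gamma-tri-DAP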
* hit, by the source's call; i = inactive; ? = inconclusive; nt = not tested or not shown; [ ] = remark or other dose. Cut-off read from the data, not from the text of the source, unless noted: active = inhibition above about 50%; inactive = the rest. Some of the compounds tested; the hit share may differ from the screen's.

Screens in order – Yfh1-depleted yeast, West Nile antiviral, NS5 inhibitors, AID2073, HEK293 NOD2/NF-kB, HIV fusion peptide, KOR beta-arrestin-1, KOR beta-arrestin-2, NOD1 NF-kB reporter
CC1CCN(C(=O)CSc2nnc(CNc3ccc(F)cc3)n2Cc2ccco2)CC1
    i, -0.2%, -2%, -28%, 10%, 1.4%, 5.7%, 7%, -18%
Fc1ccc(OCCCCN2CCOCC2)cc1
    i, -0.5%, -9%, ?, 7%, 2.2%, -5.4%, 18%, -23%
CC1(C)CC(NC(=O)CSc2ccccc2)CC(C)(C)N1
    i, -0.5%, 13%, 8%, 13%, 0.9%, -5.7%, -11%, -22%
CC(C)c1onc(C(=O)Nc2ccc3c(c2)OCO3)c1[N+](=O)[O-]
    nt, 0.1%, -3%, -1%, 5%, -2.5%, 2.7%, -5%, 0%
O=C(c1ccccc1Br)N1CCN(c2ccccn2)CC1
    nt, 0.4%, -4%, 10%, 2%, -2.1%, -4.8%, -5%, 17%
CCOC(=O)c1c(N)sc(C(O)(C(F)(F)F)C(F)(F)F)c1-c1ccc(OC)cc1OC
    i, 1.3%, 9%, 7%, -35%, 0.4%, 10%, -42%, -30%
CN1CCN(C(=O)CN2C(=O)CC(C)(C)S(=O)(=O)c3ccccc32)CC1
    i, -0.5%, -3%, 0%, 10%, -2.5%, -1.3%, -15%, 13%
O=c1[nH]c2c(s1)C(c1ccccc1)C1C3CCC(C3)C1S2 (configuration not stated)
    i, 0.2%, 1%, -21%, 16%, 3.5%, 3.6%, -56%, 26%
O=C(Nc1cccc(F)c1)c1sc(Cl)nc1-c1ccccc1
    i, -0.3%, -4%, 9%, 2%, 0.6%, 17%, -29%, 41%
O=C(CN(C(=O)c1csnn1)c1cccc2c1CCCC2)NCc1ccccc1
    nt, -0.4%, 0%, -6%, 13%, 2.5%, 0.2%, -9%, -10%
c1ccc(-c2nccnc2-c2ccccc2)cc1
    i, -0.1%, 2%, -8%, 4%, -1.9%, 0.7%, 3%, -8%
Cc1cc(C)n2ncc(C(=O)Nc3cccc(O)c3)c2n1
    i, -0.5%, nt, 16%, 6%, 0.6%, 5.4%, -35%, -22%
CC(=O)N1CCc2cc(S(=O)(=O)NC(CC(C)C)C(=O)Nc3ccc4c(c3)OCCO4)ccc21 (configuration not stated)
    i, -0.6%, -1%, -5%, -21%, 0.9%, -0.1%, 22%, -33%
CC(C)(C)c1ccc(C(=O)NCC(=O)N/N=C/c2cccnc2)cc1
    nt, 0.0%, -3%, 1%, 3%, 0.0%, -4.5%, -20%, -30%
O=C(O)CN1CCN(Cc2ccc(Cl)cc2)C1=O
    i, -0.2%, -5%, -9%, 19%, -0.4%, -5.1%, 3%, 2%
COC(=O)C1=C(C)N(CCc2ccccc2)C(=O)C1(NS(=O)(=O)c1ccc(NC(C)=O)cc1)C(F)(F)F (configuration not stated)
    i, 1.1%, -5%, -2%, 8%, -0.8%, 3.1%, -18%, 5%
O=C(NCCCn1ccnc1)c1ccc(S(=O)(=O)N2CCOCC2)cc1
    i, 0.4%, -1%, 1%, -4%, 0.7%, -2.8%, -5%, -39%
CC(=O)Nc1c(O)[nH]c2ccccc12
    i, 0.1%, -3%, 3%, 9%, 1.1%, -2.0%, -5%, -13%
Cc1ccc(NC(=O)c2ccc(F)c(S(=O)(=O)N3CCOCC3)c2)cc1F
    i, -0.6%, -6%, 4%, 4%, -1.4%, 5.8%, -24%, -4%
CCOC(=O)C1(CCCc2ccccc2)CCN(C(=O)C2=C(C)OCCO2)CC1
    i, -0.6%, nt, 1%, 18%, -1.1%, -2.4%, 14%, 23%

Entries from the list above with an aryl thioether with sulfur outside any ring (2):
Screens in order – Yfh1-depleted yeast, West Nile antiviral, NS5 inhibitors, AID2073, HEK293 NOD2/NF-kB, HIV fusion peptide, KOR beta-arrestin-1, KOR beta-arrestin-2, NOD1 NF-kB reporter
CC1CCN(C(=O)CSc2nnc(CNc3ccc(F)cc3)n2Cc2ccco2)CC1
    i, -0.2%, -2%, -28%, 10%, 1.4%, 5.7%, 7%, -18%
CC1(C)CC(NC(=O)CSc2ccccc2)CC(C)(C)N1
    i, -0.5%, 13%, 8%, 13%, 0.9%, -5.7%, -11%, -22%

More structures.
Screens in order – Yfh1-depleted yeast, West Nile antiviral, NS5 inhibitors, AID2073, HEK293 NOD2/NF-kB, HIV fusion peptide, KOR beta-arrestin-1, KOR beta-arrestin-2, NOD1 NF-kB reporter
O=C(c1cc2ccccc2o1)N1CCN=C1SCc1cccc(F)c1
    i, 0.3%, 8%, 0%, 8%, 1.1%, 5.8%, 8%, -11%
Cc1c(NS(=O)(=O)c2cccs2)cccc1-c1nc2cccnc2s1
    i, -0.6%, 0%, 29%, 5%, -0.8%, 3.7%, 6%, 4%
Cc1nn(-c2ccccc2)c(C)c1Cc1ccc(O)cc1
    nt, -0.9%, -2%, -3%, 9%, -0.5%, -2.9%, 13%, -5%
CC(C(=O)N1CCc2ccccc2C1)N1C(=O)c2ccccc2C1=O (configuration not stated)
    i, 0.4%, 1%, 3%, -8%, 0.2%, -3.6%, 4%, 0%
Cc1ccc(NC(=O)CN(C)Cc2cccs2)cc1Cl
    nt, -1.0%, -5%, 11%, 0%, 1.6%, -4.3%, -12%, -41%
CC(=O)N1CCOc2ccc(S(=O)(=O)N3CC(C)CC(C)C3)cc21 (configuration not stated)
    nt, 0.1%, 3%, 3%, 25%, 1.1%, 0.0%, -53%, 3%
COc1cc(OC)c(NC(=O)CCNC(=O)Cn2ccc3ccccc3c2=O)cc1Cl
    i, -0.4%, 2%, 12%, 4%, 0.3%, 7.2%, -25%, 24%
COc1ccccc1C(O)(C(=O)NNc1ccccc1C)c1ccccc1OC
    i, -0.5%, -5%, -11%, -14%, -3.1%, 14%, -9%, -16%
O=C(Nc1scc(-c2ccccc2)c1C(=O)O)c1ccc(F)cc1
    nt, 0.4%, 24%, 25%, -15%, 5.9%, -1.2%, -16%[20 µM], -51%
CCN(C(=O)CSc1nnc(-c2ccc(F)cc2)c2ccccc12)C1CCS(=O)(=O)C1 (configuration not stated)
    i, 0.1%, -2%, 6%, 10%, -0.1%, -0.1%, -1%, -24%
Cc1ccc(CN2CCc3c(OCC(=O)Nc4cccc(C)c4C)cccc3C2=O)cc1
    i, -0.8%, nt, 0%, -28%, 2.1%, 5.1%, -13%, -21%
CN1CCN(CC(C)(C)NS(=O)(=O)c2ccc(Cl)cc2)CC1
    i, -0.2%, 0%, -2%, 6%, 0.8%, 1.1%, -45%, -6%
O=C(O)CC1S/C(=N\N=C/c2ccccc2)N(c2ccc(O)cc2)C1=O (configuration not stated)
    i, -0.5%, -1%, ?, -8%, -0.2%, 3.0%, 7%, -16%
CC(C)n1cc(-c2nc(C(=O)NN)cs2)c(=O)n(Cc2ccccc2)c1=O
    i, 0.5%, 5%, 0%, 1%, 0.0%, -2.9%, -2%, -6%
Cn1c(SCC(=O)N2CCc3ccccc32)nnc1C1CC1
    nt, nt, -5%, -2%, -1%, 7.2%, -2.4%, 18%, -6%
CCCn1c(N)c(N(CCOC)C(=O)c2ccccc2)c(=O)[nH]c1=O
    nt, 0.6%, -7%, -12%, -17%, -0.4%, 2.2%, -27%, -29%
COc1ccc(F)cc1CN1CCN(c2ncnc3scc(-c4ccccc4)c23)CC1
    i, -0.6%, nt, -2%, 20%, 1.1%, 0.3%, 18%, 9%
OCc1ccccc1N=Cc1cccnc1
    nt, -0.1%, -7%, 20%, -2%, 0.9%, -3.1%, 12%, -33%
C[C@@H]1CCC[C@H](C)N1NC(=O)c1ccc(Cl)c(S(N)(=O)=O)c1
    i, 0.5%, -1%, 4%, -3%, -0.2%, -0.7%, -43%, -31%
Cc1ccc(/C(N)=N/OC(=O)c2ccc3c(c2)OCO3)cc1
    i, -0.5%, 4%, 7%, -87%, 1.7%, -2.5%, -15%, -58%
CCOc1ccc(CCNS(=O)(=O)c2cc3c(cc2C)NC(=O)CO3)cc1OCC
    nt, -0.8%, -2%, ?, 14%, -0.4%, -5.0%, -20%[20 µM], 0%
CCCc1c(C(=O)Nc2ccc(OC)cc2)cnn1-c1ccccc1
    i, -0.6%, -4%, -7%, 15%, -0.8%, nt, 21%, -10%
COc1ccc(Br)c(C(=O)Nc2cccc(Cl)c2Cl)c1
    i, 1.3%, 2%, 2%, 13%, 2.2%, -3.2%, -6%, -18%
COc1cc(C)nc(NC(=O)COc2ccc(Cl)cc2C)n1
    i, -0.4%, -2%, 0%, -10%, -1.1%, 5.0%, 13%, -10%
COc1cc(NS(=O)(=O)c2ccc(NC(=O)/C=C/c3ccc([N+](=O)[O-])cc3)cc2)ncn1
    i, 0.4%, -5%, 8%, 11%, 17%, -2.4%, -20%, -28%
O=C(NCCCn1ccnc1)c1ccc(Cl)cc1[N+](=O)[O-]
    i, -0.7%, 3%, -9%, 7%, -2.6%, 1.7%, 1%, -14%
CN(C)c1nc(-c2ccccc2)ns1
    i, 0.5%, -8%, 4%, -3%, -0.6%, -1.0%, 14%, -2%
O=C(CNc1cccc(C(F)(F)F)c1)N/N=C/C1CCCCC1
    i, 0.0%, -10%, 22%, -7%, -3.2%, 1.9%, 33%, -18%
O=C(N/C(=C/c1ccc(Cl)cc1)C(=O)N1CCOCC1)c1ccccc1
    nt, -0.3%, -1%, 12%, 15%, 0.1%, 5.2%, -39%, 6%
CC(C)=CCCC(C)CN1CCC(N2CCC(C(=O)N3CCOCC3)CC2)CC1 (configuration not stated)
    i, -1.2%, 1%, 7%, 26%, 2.6%, -5.4%, -11%, -8%

Five entries from above, ordered by length of the SMILES, lowest first:
Screens in order – Yfh1-depleted yeast, West Nile antiviral, NS5 inhibitors, AID2073, HEK293 NOD2/NF-kB, HIV fusion peptide, KOR beta-arrestin-1, KOR beta-arrestin-2, NOD1 NF-kB reporter
CN(C)c1nc(-c2ccccc2)ns1
    i, 0.5%, -8%, 4%, -3%, -0.6%, -1.0%, 14%, -2%
O=C(CNc1cccc(C(F)(F)F)c1)N/N=C/C1CCCCC1
    i, 0.0%, -10%, 22%, -7%, -3.2%, 1.9%, 33%, -18%
CC(C)=CCCC(C)CN1CCC(N2CCC(C(=O)N3CCOCC3)CC2)CC1 (configuration not stated)
    i, -1.2%, 1%, 7%, 26%, 2.6%, -5.4%, -11%, -8%
CCOc1ccc(CCNS(=O)(=O)c2cc3c(cc2C)NC(=O)CO3)cc1OCC
    nt, -0.8%, -2%, ?, 14%, -0.4%, -5.0%, -20%[20 µM], 0%
COc1cc(NS(=O)(=O)c2ccc(NC(=O)/C=C/c3ccc([N+](=O)[O-])cc3)cc2)ncn1
    i, 0.4%, -5%, 8%, 11%, 17%, -2.4%, -20%, -28%

From PubChem
